# From PubChem
# esBAF inh = Bmi1 luciferase reporter increase in mESCs, primary screen, esBAF inhibitor project, mouse ES cells, Bmi1 luciferase knock-in, single point | 24 h; 100% = twice the neutral-well signal | reporter increase, % at 12.5 µM | 2% of 350,000 active; in the data active means activation above about 40%;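 further: 0% = median of the plate's neutral control wells and 100% = double that signal; a rise in the Bmi1 reporter signal indicates esBAF inhibition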
# RAD54 inh = inhibitors of human RAD54 branch migration, primary screen, biochemical, fluorescence, single point; DNA repair and recombination protein RAD54-like (Homo sapiens), Q92698; RAD54 Holliday junction branch migration, FAM/BHQ fluorescence; inhibition, % at 10.4 µM; 0.14% of 360,000 active;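 active means mean normalized replicate activity at least 40 and at least half of replicates scoring 40 or more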;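 further: 0% = median of neutral control wells and 100% = median of positive control wells; inhibitors cause a drop in the FAM fluorescence signal; in these data hits start at about 50%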
# RAD52 inh = RAD52 DNA annealing inhibitors, primary screen, biochemical, FRET, single point, set 2; recombinant RAD52 DNA annealing, FRET fluorescence; inhibition, % at 18.7 µM; 0.46% of 360,000 active;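 active means every replicate showing at least 50% inhibition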
# E-selectin induc = E-selectin induction in HUVECs, primary screen, imaging, HUVEC, immunofluorescence imaging, single point; activation, % at 7.58 µM; 0.37% of 260,000 active; normalized: neutral wells 0, TNF-alpha wells 100; P16581; AID 686992, 2013;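 active means mean E-selectin-positive cell signal at least 10% of the positive control, reached in at least 60% of replicates, without over 20% cell loss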;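 further: in these data hits start at about 27%; measured in HUVEC primary endothelial cells; signal is the percent of cells scored E-selectin positive by PE staining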
#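 Read-out basis: % PE-positive cells; Test system: HUVEC primary endothelial cells; Technique: immunofluorescence imaging; Dosing: single-point compound dose.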
# S100A4 MyoIIA = inhibitors of S100A4-myosin IIA peptide binding, primary screen, biochemical, fluorescence polarization, TAMRA-MyoIIA peptide; Protein S100-A4 (Homo sapiens), P26447; inhibition, % at 10.7 µM; 0.14% of 360,000 active;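 active means mean inhibition of at least 70% across replicates, with every replicate also reaching that level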
# Target sequence (P26447 whole entry, looked up): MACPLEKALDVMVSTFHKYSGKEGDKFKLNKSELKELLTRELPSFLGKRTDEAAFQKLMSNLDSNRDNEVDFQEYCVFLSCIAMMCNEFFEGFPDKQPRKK
#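 System – human S100A4 monomer protein, biochemical binding assay · Buffer or medium – Calcium-containing HEPES buffer, pH 7.2 · Timing – 5 min between mix addition and reading · Also added – TAMRA-labelled myosin IIA heavy-chain peptide probe, 5 nM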
# XiGFP reactiv = activators of inactive X chromosome reactivation, primary screen, imaging, XiGFP fibroblasts, GFP high-content imaging, set 2; XiGFP mouse fibroblasts, % GFP-positive cells imaging, 3 d; cells co-treated with 5-aza-dC sensitizer; scaled so ellipticine positive control = 100%; AID 743238, 2013; 0.055% of 360,000 active; activation, % at 7.58 µM;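 active means mean normalized replicate activation at least 10% and every replicate at or above 10%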;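 further: 0% = median of on-plate neutral control wells and 100% = ellipticine 6 µM median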
#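 Schedule: 3 d treatment, 15 min room-temperature fixation; system: 68-5-11 XiGFP fibroblast line; buffer or medium: DMEM plus 5-aza-dC sensitizer; control set: ellipticine 6 µM positive control; compound: one concentration, pinned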
# ERp5 inh = inhibitors of ERp5-driven insulin aggregation, primary screen, biochemical, turbidity, absorbance 650 nm, single point; Protein disulfide-isomerase A6 (Homo sapiens), Q15084; 90 min; inhibition, % at 9.99 µM; 0.05% of 350,000 active;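 active means mean replicate inhibition above about 25%, with every replicate also reaching it, limit read from the data, passing the limit was not always enough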
# ERAP1 HTS inh = human ERAP1 aminopeptidase inhibitors, primary screen, biochemical, single point, plate reader | Endoplasmic reticulum aminopeptidase 1 (Homo sapiens), Q9NZ08 | recombinant ERAP1, Leu-AMC fluorescence, 60 min | inhibition, % at 10.7 µM | 0.15% of 340,000 active | AID 652197, 2013;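 active means mean replicate inhibition of at least 30%, or all replicates individually reaching that 30% level; inactive means mean below 30% and not every replicate reaching it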;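 further: 0% = neutral control wells and 100% = L-leucinethiol positive control wells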
# Target sequence (Q9NZ08 whole entry, looked up): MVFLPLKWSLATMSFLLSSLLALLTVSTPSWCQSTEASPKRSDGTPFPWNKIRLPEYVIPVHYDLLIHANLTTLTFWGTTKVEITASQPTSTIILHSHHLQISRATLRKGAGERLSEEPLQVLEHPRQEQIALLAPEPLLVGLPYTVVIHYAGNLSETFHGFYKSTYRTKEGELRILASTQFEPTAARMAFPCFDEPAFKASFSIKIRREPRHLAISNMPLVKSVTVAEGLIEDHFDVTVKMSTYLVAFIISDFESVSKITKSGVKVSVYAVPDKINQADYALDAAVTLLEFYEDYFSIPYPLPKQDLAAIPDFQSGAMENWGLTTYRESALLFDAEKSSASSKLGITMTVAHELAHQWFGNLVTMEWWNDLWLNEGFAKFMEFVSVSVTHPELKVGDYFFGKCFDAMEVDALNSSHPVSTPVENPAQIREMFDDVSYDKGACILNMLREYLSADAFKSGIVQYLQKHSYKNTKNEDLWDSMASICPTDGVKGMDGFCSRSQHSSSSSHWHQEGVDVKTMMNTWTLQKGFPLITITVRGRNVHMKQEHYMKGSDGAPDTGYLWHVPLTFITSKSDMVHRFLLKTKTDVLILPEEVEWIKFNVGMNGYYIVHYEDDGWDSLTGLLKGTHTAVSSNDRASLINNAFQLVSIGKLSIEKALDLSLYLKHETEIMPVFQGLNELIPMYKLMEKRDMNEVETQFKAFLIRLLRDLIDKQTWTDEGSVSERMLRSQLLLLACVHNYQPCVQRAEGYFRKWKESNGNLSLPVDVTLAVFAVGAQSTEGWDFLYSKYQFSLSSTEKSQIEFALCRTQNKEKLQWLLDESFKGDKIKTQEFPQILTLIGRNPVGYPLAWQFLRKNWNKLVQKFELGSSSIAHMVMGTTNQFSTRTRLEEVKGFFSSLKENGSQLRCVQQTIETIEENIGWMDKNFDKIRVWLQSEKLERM
# * hit, by the source's call; x = not tested or not shown; & = joins results of further samples.
# The line under a structure holds: RAD54 inh	S100A4 MyoIIA	ERAP1 HTS inh	E-selectin induc	ERp5 inh	XiGFP reactiv	esBAF inh	RAD52 inh
> COc1ccc(NC(=O)NNC(=O)c2cc(C3CC3)nc3ccccc23)c(OC)c1
    4	0	4	-0.9	2	0.0	-1	-4
> CCOc1ccc(N(Cc2ccc(OC)cc2)C(=O)c2ccco2)cc1
    x	-2	-1	x	2	0.0	x	2
> COc1ccc(NC(=O)COC(=O)CC2CCCC2)cc1
    x	0	1	0.0	1	0.2	x	-13
> O=C(CCNC(=O)c1ccccc1Cl)NCCc1ccc(C(F)(F)F)cc1
    -8	-5	1	0.9	1	0.5	3	-16
> CC(=O)N(CCC1(C(C)C)CCOC(C)(C)C1)C(C)c1cccs1 (configuration not stated)
    -5	-3	1	0.5	1	-0.1	1	-13
> COCC#Cc1cnc2c(c1)C(=O)N([C@H](C)CO)C[C@H](C)[C@@H](CN(C)Cc1ccc(F)cc1)O2
    3	40	0	0.7	5	-0.9	-2	-9
> Cc1ccc([C@@H]2C[C@H]3[C@@H](CN2S(=O)(=O)c2ccc(Cl)cc2)C(=O)C[C@@H](c2ccccc2)N3S(=O)(=O)c2ccc(C)cc2)cc1
    7	7	x	-4.2	-1	0.0	-5	-21
> C[C@H](CO)N1C[C@H](C)[C@@H](CN(C)C(=O)c2ccccc2)OCc2cnnn2CCCC1=O
    5&3&-6	1&-7&1	1&-2	1.2&0.0	0&1&3	-0.1&-0.1	-8&-2&0	-17&1&-5
> C[C@H](CO)N1C[C@H](C)[C@H](CN(C)S(=O)(=O)c2ccc(F)cc2)Oc2ccc(NS(=O)(=O)c3cccs3)cc2CC1=O
    7	13	0	-0.2	1	0.0	-1	-10
> O=S(=O)(c1ccccc1)N1CCCCN2[C@H](CO)[C@H](c3ccc(-c4ccccc4F)cc3)[C@H]2C1
    5	6	0	0.2	5	0.0	-7	52*
> CO[C@@H]1CC[C@@H]2CCOc3ccc(C#N)cc3C(=O)N(C)C[C@H](C)C(=O)N(C)C[C@H]1O2
    3	x	x	-0.2	-2	0.0	-4	2
> C[C@H](CO)N1C[C@H](C)[C@H](CN(C)C(=O)Nc2ccc(F)cc2)Oc2cc(-c3ccncc3)ccc2S1(=O)=O
    -3	2	-4	0.0	3	0.6	-1	-7
> O=C(NCc1cccc(F)c1)[C@@H]1[C@@H](CO)[C@@H]2Cn3c(ccc(-c4cccnc4)c3=O)[C@H]1N2CC1CC1
    -7	1	1	-0.3	2	0.1	4	-1
> CCCN1[C@@H]2Cn3c(ccc(-c4ccncc4)c3=O)[C@H]1[C@@H](C(=O)NCCc1cn(C)cn1)[C@@H]2CO
    4	2	-2	-0.2	2	0.0	-1	-17
> COCCNC(=O)c1c(CSc2ccc(Cl)cc2)noc1C(=O)NCc1ccccc1
    -9	x	x	0.1	x	0.2	-12	x
> CC(C)Cn1c(CN2CCN(C(=O)c3ccco3)CC2)nc2c1c(=O)n(C)c(=O)n2C
    x	3	3	-0.4	-4	0.0	x	9
> CCCCNC(=O)C[C@@H]1C[C@@]2(C(=O)OCC)CCCC=C2N(Cc2ccccc2)C1=O
    x	-4	-6	-0.1	-1	0.0	x	-1
> C[C@H]1CN([C@@H](C)CO)C(=O)Cc2cc(NC(=O)Cc3ccccc3)ccc2O[C@H]1CN(C)S(=O)(=O)c1ccccc1
    0	0	2	0.1	6	0.1	-1	-10
> CCC1=C2CC[C@H]3C(=O)N(CC(=O)OC)C(=O)[C@H]3[C@H]2[C@@]2(C)C(=NCC(=O)OC)OC(=O)N2C1=O
    2	16	1	-0.1	5	0.3	0	11
> CC(C)C#Cc1ccc2c(c1)O[C@H](CN(C)C(=O)c1cnccn1)[C@H](C)CN([C@@H](C)CO)S2(=O)=O
    -1	5	-3	-0.4	-2	-0.6	0	0
> CCc1ccc(NC(=O)CN(c2ccc3c(c2)OCO3)S(=O)(=O)c2c(C)noc2C)cc1
    3	5	0	x	-3	0.1	-2	-11
> C[C@H](CO)N1C[C@H](C)[C@H](CN(C)Cc2ccc(C(=O)O)cc2)OCCCC[C@H](C)Oc2ccc(NC(=O)CCC(F)(F)F)cc2C1=O
    -1	2	-1	0.0	-5	-0.2	-5	-4
> S=C(c1ccc(Br)cc1)N1CCN(Cc2ccccc2)CC1
    -2	0	1	x	-8	x	-12	-11
> CSCc1cc(N(C)c2ccccc2)nc(-c2ccccn2)n1
    -7	0	5	0.1	-6	0.6	11	-20
> Cn1cccc1/C=N/N1CCN(c2ccccn2)CC1
    x	-4	1	x	-9	0.1	x	2
> C[C@H]1CN([C@@H](C)CO)C(=O)Cc2cc(NS(=O)(=O)c3cccs3)ccc2O[C@H]1CN(C)C(=O)Nc1ccc(F)cc1
    0	-7	-3	14	-4	0.2	1	6
> CCC1CCCCN1C(=S)Nc1cccc(S(=O)(=O)N(C)C)c1 (configuration not stated)
    x	9	-2	x	-1	0.5	x	2
> C[C@@H]1CN([C@@H](C)CO)C(=O)c2cc(NC(=O)Nc3ccc(F)cc3)ccc2O[C@@H](C)CCCCO[C@@H]1CN(C)S(=O)(=O)c1ccc(F)cc1
    0	x	x	-0.4	x	0.1	4	x
> O=C([C@@H]1[C@@H](CO)[C@@H]2Cn3c(cccc3=O)[C@H]1N2Cc1cocn1)N1CCCCC1
    -4	32	0	-0.2	5	0.1	-2	6
> COc1ccc2c(c1)[nH]c1c(Cl)ncnc12
    x	-3	12	x	4	0.1	x	-9
> CC(=O)Nc1cc(-c2ccccc2N(C)C)cn2c(-c3cccc(C(F)(F)F)c3)cnc12
    11	9	-6	0.1	-4	0.2	-12	-29
> FC(F)(F)COc1nc(N/N=C/c2cccnc2)nc(N2CCCCC2c2ccccn2)n1 (configuration not stated)
    -1	26	-1	11	3	0.0	-4	-4
> COc1ccc(CC(=O)NCc2ccc(Cl)cc2)cc1S(=O)(=O)N1CCOCC1
    2	-2	-3	-0.2	3	0.1	-8	-3
> OC(COc1ccccc1)CN1CCC(Cc2ccccc2)CC1 (configuration not stated)
    11	-8	-1	0.0	2	0.4	-6	-10
> CNC[C@H]1Oc2ccc(NC(=O)Nc3ccc4c(c3)OCO4)cc2C(=O)N([C@@H](C)CO)C[C@@H]1C
    6	6	1	-2.1	3	0.3	-6	-3
> O=C(O)CNC(=S)N(Cc1ccccc1Cl)C1CCCCC1
    x	2	-1	6.3	3	-0.1	x	-16
> COc1cccc(C(=O)Nc2ccc3c(c2)C(=O)N(C)C[C@@H](OC)[C@@H](C)CN(C)[C@H](C)CO3)c1
    8	-13	3	0.0	4	0.1	-2	7
> CN(C)S(=O)(=O)c1cc(NC(=O)CN2CCCc3ccccc32)ccc1Cl
    -8	4	1	0.1	1	0.0	9	-13
> O=C(/C=C/c1ccco1)Nc1ccc2nn(-c3ccccc3)nc2c1
    6	-2	-1	-0.3	3	0.2	x	-27
> O=C(NC(Cc1ccccc1)C(=O)O)/C(=C\c1ccccc1)NC(=O)c1ccco1 (configuration not stated)
    11	2	2	0.0	-1	0.3	1	-8
> CCOc1ccc2nc(NCCCNS(=O)(=O)c3ccc(F)cc3)c(C#N)cc2c1
    x	-3	-38	x	-2	x	x	-24
> COc1ccc(-c2cnc(C(O)c3ccccc3)[nH]2)cc1 (configuration not stated)
    -1	3	-1	0.0	1	0.1	65*	-7
> O=C(NC(=O)c1ccccc1O)c1ccc(C(F)(F)F)cc1
    12	-1	x	0.9	-1	0.0	x	-21
> COc1ccc(NC(=O)CN(C)C(=O)c2ccc3ccccc3c2)cc1
    11	-1	-1	0.2	0	0.0	x	4
> CCN(C(=O)c1cc2c(=O)[nH]c3ccc(C)cc3c2s1)c1ccc(F)cc1
    x	3	x	-0.3	3	-0.2	-13	-5
> Cc1ccc(S(=O)(=O)N(C)C[C@@H]2OCCCC[C@H](C)Oc3ccc(NC(=O)C4CCCCC4)cc3C(=O)N([C@@H](C)CO)C[C@H]2C)cc1
    1	x	x	1.8	x	0.2	2	x
> C[C@@H]1CN([C@H](C)CO)C(=O)Cc2cc(NC(=O)Nc3ccc4c(c3)OCO4)ccc2O[C@@H]1CN(C)Cc1ccc(C(=O)Nc2ccccc2N)cc1
    x	-10	-1	0.3	2	0.1	x	16
> CC1CCCC(C)N1C(=O)COC(=O)CNC(=O)c1sc2ccccc2c1Cl (configuration not stated)
    -3	9	0	1.0	1	0.0	0	-10
> O=C(C[C@H]1CC[C@H]2[C@@H](COC[C@H](O)CN2C(=O)c2ccncc2)O1)Nc1ccc(-c2ccccc2)cc1
    -11	24	0	0.2	1	0.0	5	8
> CO[C@@H]1CN(C)C(=O)c2cc(NC(C)=O)ccc2OC[C@H](C)N(C(=O)c2ccc(F)cc2)C[C@H]1C
    3	-2	2	-0.1	0	0.3	0	3
> CCCCC1Cc2[nH]c(=S)[nH]c(=O)c2C(c2cccc3ccccc23)O1 (configuration not stated)
    x	7	x	-0.4	2	0.0	x	-2
> CC(C)OC(=O)/C(C#N)=C\c1cccnc1
    x	1	1	2.2	3	0.0	x	9
> COc1ccc(C#Cc2ccc3c(c2)O[C@@H](CN(C)C(=O)c2ccccn2)[C@H](C)CN([C@@H](C)CO)S3(=O)=O)cc1
    -28	-1	-2	-0.3	-3	-0.5	-3	-88
> Cc1cc(C)cc(NS(=O)(=O)c2ccc3[nH]c(=O)ccc3c2)c1
    -10	-4	-2	-0.2	0	0.1	-2	-8
> N#C/C(=C\c1ccccc1C(=O)O)c1nc2ccccc2[nH]1
    -4	1	-3	0.6	1	0.2	12	-37
> C/C=C/c1cccc(-c2nc(C(=O)Nc3nccs3)cc3c2[C@@H](CCO)N(C(=O)NC(C)C)C3)c1
    -1	-15	2	0.1	1	0.1	11	-9
> CCOC(=O)CNC(=S)N(Cc1cccs1)C1CCCCC1
    x	1	3	x	-2	0.0	x	-8
> Cc1ccccc1S(=O)(=O)N1CCCCN2[C@@H](CO)[C@@H](c3ccc(C#CCN(C)C)cc3)[C@@H]2C1
    5	-2	1	-0.3	2	0.0	-6	32
> CCc1ccccc1NC(=O)CN(c1ccc(OC)cc1OC)S(=O)(=O)c1ccccc1
    0	-3	0	x	-1	0.0	1	-25
> Cc1cc(C)cc(NC(=O)Nc2ccc(NC(=O)c3ccccc3O)cc2)c1
    -8	-1	1	3.8	0	0.1	2	-29
> Cc1c(C(=O)Oc2ccc(F)cc2)sc2ncn(Cc3cccc(F)c3)c(=O)c12
    10	-2	-3	x	5	0.0	x	-3
> NNc1nc(-c2ccccc2)c2ccccc2n1
    x	2	x	0.1	6	0.3	x	0

# 2 neighbouring records from above, quoted:
# The line under a structure holds: RAD54 inh	S100A4 MyoIIA	ERAP1 HTS inh	E-selectin induc	ERp5 inh	XiGFP reactiv	esBAF inh	RAD52 inh
> Cc1ccc(S(=O)(=O)N(C)C[C@@H]2OCCCC[C@H](C)Oc3ccc(NC(=O)C4CCCCC4)cc3C(=O)N([C@@H](C)CO)C[C@H]2C)cc1
    1	x	x	1.8	x	0.2	2	x
> C[C@@H]1CN([C@H](C)CO)C(=O)Cc2cc(NC(=O)Nc3ccc4c(c3)OCO4)ccc2O[C@@H]1CN(C)Cc1ccc(C(=O)Nc2ccccc2N)cc1
    x	-10	-1	0.3	2	0.1	x	16
